RAD54 inh – blocks human RAD54 Holliday junction branch migration; AID 602329; FAM/BHQ fluorescence; actives 0.14% (n = 360,000); inhibition, % at 10.4 µM; Q92698;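 active = mean normalized replicate activity at least 40 and at least half of replicates scoring 40 or more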;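 also: 0% = median of neutral control wells and 100% = median of positive control wells; inhibitors cause a drop in the FAM fluorescence signal; in these data hits start at about 50%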
EWS-Fli block – blocks EWS/Fli oncoprotein-driven transcription. A673 NR0B1-luciferase reporter, viability-normalised. inhibition, % at 12.6 µM. actives 0.67% (n = 350,000). AID 651661;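 active = mean inhibition of at least 50% after viability correction, with every replicate also passing that limit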;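 also: firefly luciferase signal divided by Alamar Blue viability fluorescence both relative to DMSO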
Xi reactivation – activators of X-chromosome reactivation in mouse fibroblasts; XiGFP mouse fibroblasts, % GFP-positive cells imaging, 3 d; cells co-treated with 5-aza-dC sensitizer; scaled so ellipticine positive control = 100%; activation, % at 7.58 µM; actives 0.055% (n = 360,000);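 active = mean normalized replicate activation at least 10% and every replicate at or above 10%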;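 also: 0% = median of on-plate neutral control wells and 100% = ellipticine 6 µM median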
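Material: XiGFP fibroblasts, SV40-immortalized; Buffer or medium: DMEM containing 5-aza-dC; Compound dosing: single point; Times: 3 days compound exposure.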
S100A4 inh HTS – blocks human S100A4 binding to myosin IIA peptide | inhibition, % at 10.7 µM | actives 0.14% (n = 360,000) | S100A4/TAMRA-MyoIIA peptide fluorescence polarization | P26447;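 active = mean inhibition of at least 70% across replicates, with every replicate also reaching that level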
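assay system = human S100A4 monomer with TAMRA-labelled myosin IIA peptide | also added = labelled myosin peptide probe, 5 nM | incubation = 5 min between mix addition and reading | control set = DMSO and TFP controls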
esBAF inh – blocks esBAF chromatin remodeling in mouse ES cells | actives 2% (n = 350,000) | reporter increase, % at 12.5 µM | AID 602393 | Bmi1-luciferase knock-in reporter, 24 h; 100% = twice the neutral-well signal; in the data active = activation above about 40%;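 also: 0% = median of the plate's neutral control wells and 100% = double that signal; a rise in the Bmi1 reporter signal indicates esBAF inhibition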
E-sel inducer – E-selectin induction on HUVECs | actives 0.37% (n = 260,000) | activation, % at 7.58 µM | HUVEC E-selectin immunofluorescence imaging; normalized: neutral wells 0, TNF-alpha wells 100;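 active = mean E-selectin-positive cell signal at least 10% of the positive control, reached in at least 60% of replicates, without over 20% cell loss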;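 also: in these data hits start at about 27%; measured in HUVEC primary endothelial cells; signal is the percent of cells scored E-selectin positive by PE staining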
Target sequence (P16581 whole entry, looked up): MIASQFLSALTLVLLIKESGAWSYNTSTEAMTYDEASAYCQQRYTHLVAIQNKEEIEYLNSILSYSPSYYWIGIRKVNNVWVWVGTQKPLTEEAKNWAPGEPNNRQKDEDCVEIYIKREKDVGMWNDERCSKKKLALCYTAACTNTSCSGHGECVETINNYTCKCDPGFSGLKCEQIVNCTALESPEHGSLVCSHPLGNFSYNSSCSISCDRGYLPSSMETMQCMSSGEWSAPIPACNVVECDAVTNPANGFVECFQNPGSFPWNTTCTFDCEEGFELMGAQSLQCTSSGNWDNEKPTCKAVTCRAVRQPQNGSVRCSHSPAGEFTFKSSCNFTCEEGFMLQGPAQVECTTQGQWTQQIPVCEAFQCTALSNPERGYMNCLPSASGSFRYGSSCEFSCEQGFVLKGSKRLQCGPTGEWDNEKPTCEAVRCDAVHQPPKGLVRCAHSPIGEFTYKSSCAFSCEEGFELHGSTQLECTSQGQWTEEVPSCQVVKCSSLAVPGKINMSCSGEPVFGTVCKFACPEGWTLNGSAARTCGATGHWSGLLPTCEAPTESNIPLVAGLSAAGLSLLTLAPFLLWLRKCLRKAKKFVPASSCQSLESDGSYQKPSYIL
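material = human umbilical vein endothelial cells (HUVEC), E-selectin induction | quantity = 3,000 cells/well | medium = EGM-2 growth medium on 0.1% gelatin-coated wells | technique = immunofluorescence imaging | read-out basis = % PE-positive cells | control set = TNF-alpha positive control, DMSO neutral control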
RAD52 anneal inh – blocks human RAD52 DNA annealing; P43351; recombinant RAD52 DNA annealing, FRET fluorescence; actives 0.46% (n = 360,000); inhibition, % at 18.7 µM;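 active = every replicate showing at least 50% inhibition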
Target sequence (P43351 whole entry, looked up): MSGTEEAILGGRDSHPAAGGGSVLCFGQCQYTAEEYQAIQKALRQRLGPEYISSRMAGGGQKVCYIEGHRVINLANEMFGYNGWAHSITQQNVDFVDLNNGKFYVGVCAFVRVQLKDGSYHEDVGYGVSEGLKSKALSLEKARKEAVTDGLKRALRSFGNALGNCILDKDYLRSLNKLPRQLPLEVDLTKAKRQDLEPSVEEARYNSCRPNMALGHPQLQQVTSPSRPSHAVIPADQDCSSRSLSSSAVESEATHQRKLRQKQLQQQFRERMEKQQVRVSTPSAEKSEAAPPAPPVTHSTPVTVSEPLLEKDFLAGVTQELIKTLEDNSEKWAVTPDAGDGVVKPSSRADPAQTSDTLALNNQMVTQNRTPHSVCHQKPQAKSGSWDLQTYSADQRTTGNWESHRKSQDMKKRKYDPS
FN deposition inh – fibronectin deposition inhibition. AH1F fibroblasts, Alexa488-fibronectin deposition fluorescence, overnight. inhibition, % at 12.6 µM. actives 0.086% (n = 350,000). AID 743247;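 active = mean inhibition across replicates of 30% or more, regardless of how many single replicates reach that level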;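 also: positive control wells lacked labelled fibronectin entirely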
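test system = AH1F fibroblasts assembling fluorescent fibronectin matrix | quantity = 10000 AH1F cells per well | buffer or medium = DMEM plus 2% serum, read in PBS | doses = single dose, pinned | incubation = 1 h cell attachment, overnight exposure to compound and label | detection = fluorescence at 485 nm excitation, 525 nm emission | read-out basis = inhibition from reduced deposited-fibronectin fluorescence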
Starred values were filed as active, the others as inactive; x = no result given.

#1 COc1ccc(S(=O)(=O)NCCc2c[nH]c3ccccc23)cc1OC
#2 Cc1cccc(C(=O)OCC(=O)N2CCCC2=O)c1[N+](=O)[O-]
#3 O=C(CC1S/C(=N/N=C/C=C/c2ccccc2)NC1=O)Nc1ccc(C(=O)O)cc1 (stereo not given)
#4 O=C(N[C@@H]1C=C[C@@H](CC(=O)N2CCN(c3ccccc3)CC2)O[C@H]1CO)c1ccccc1
#5 COC(=O)c1sc(NC(=O)c2c(F)cccc2F)c(C#N)c1C
#6 O=C(NCCC1=CCCCC1)C1CCCN(S(=O)(=O)c2cccnc2)C1 (stereo not given)
#7 O=S1(=O)C[C@H]2NC(=S)N(c3ccccc3)[C@H]2C1
#8 COc1ccccc1-c1cnc2c(c1)C(=O)N([C@@H](C)CO)C[C@H](C)[C@H](CN(C)Cc1ccc(F)cc1)O2
#9 C[C@H]1CN([C@@H](C)CO)C(=O)c2cc(NC(=O)Nc3ccc(C(F)(F)F)cc3)ccc2O[C@H]1CN(C)S(=O)(=O)c1ccc(Cl)cc1
#10 Cc1ccc2nc(N3CCC(C(=O)O)CC3)nc(-c3ccccc3)c2c1
assay / compound	1	2	3	4	5	6	7	8	9	10
RAD54 inh	6	0	x	-9	-4	-7	x	-1	-6	-1
EWS-Fli block	2	-2	5	-1	0	1	-4	26	4	x
Xi reactivation	0.2	-0.1	0.0	0.3	-0.2	0.1	0.1	-1.2	0.0	x
S100A4 inh HTS	-2	3	5	3	0	0	-2	-13	-8	0
esBAF inh	1	2	x	-6	-5	3	x	-3	-3	-2
E-sel inducer	1.3	x	x	0.0	1.2	0.3	-0.8	0.0	0.1	x
RAD52 anneal inh	-8	-6	-17	-4	-18	-5	-7	22	8	-22
FN deposition inh	3	2	-11	6	-2	-4	6	14	-4	x

#11 CC1=C(C(=O)N2CCOCC2)CC(CC(=O)NCc2cccs2)C(=O)N1Cc1ccc(F)cc1 (stereo not given)
#12 CCCOc1ccccc1N1C(=O)CC(N(O)c2ccccc2)C1=O (stereo not given)
#13 COc1ccc(CN2C(=O)c3cccnc3C2=O)cc1S(=O)(=O)N(C)c1cccc(C)c1
#14 Cc1cc(C(=O)Nc2cccc3c2O[C@H](CN(C)S(=O)(=O)c2ccccc2)[C@H](C)CN([C@H](C)CO)C3=O)n(C)n1
#15 CCN(CCNC(=O)C1CCN(S(=O)(=O)c2c(C)noc2C)CC1)c1ccccc1
#16 Cc1csc(NC(=O)CSc2nnc(Cc3cccn3C)n2-c2ccc(F)cc2)n1
#17 CCOC(=O)N1CCC(NC(=O)c2cc3sccc3n2CC)CC1
#18 O=C(Nc1cccc(NC(=O)c2ccco2)c1)c1ccc2c(c1)OCCO2
#19 CCCN(CC1CC1)C(=S)NC(=O)c1ccccc1C
#20 CCCc1c(C(=O)NNc2ccccc2OC)cnn1-c1ccccc1
assay / compound	11	12	13	14	15	16	17	18	19	20
RAD54 inh	2	x	-18	-3	x	3	-5	x	13	x
EWS-Fli block	-10	4	x	4	-1	5	10	-9	-4	-23
Xi reactivation	0.2	0.0	0.1	-0.2	0.0	0.2	x	-0.1	0.4	0.0
S100A4 inh HTS	1	-3	-3	-6	-1	4	3	1	-2	-16
esBAF inh	-2	x	-5	-12	x	1	-5	x	-1	x
E-sel inducer	0.6	x	x	-0.2	-0.8	-0.1	x	-0.6	-0.6	0.0
RAD52 anneal inh	-8	-17	-16	9	-4	-32	-6	-31	-5	-9
FN deposition inh	9	11	4	x	-4	0	x	-5	x	0

The final 4 records of the part before lead into the next.
#17 CCOC(=O)N1CCC(NC(=O)c2cc3sccc3n2CC)CC1
#18 O=C(Nc1cccc(NC(=O)c2ccco2)c1)c1ccc2c(c1)OCCO2
#19 CCCN(CC1CC1)C(=S)NC(=O)c1ccccc1C
#20 CCCc1c(C(=O)NNc2ccccc2OC)cnn1-c1ccccc1
#21 O=C(NN1CCOCC1)c1cccc2ccccc12
#22 c1ccc(-c2nccc(-c3ccco3)n2)nc1
#23 CC(C)(C)OC(=O)N1CCC(C(N)=O)CC1
#24 N#C[C@H]1[C@@H](c2ccc(-c3ccncc3)cc2)[C@@H](CO)N1C(=O)C1CCCCC1
#25 COc1ccc(NS(=O)(=O)c2cc(C(=O)N(C)CCc3ccccn3)ccc2Cl)cc1
#26 CC(O)CNCCCOc1ccc(Cl)cc1C(C)(C)C (stereo not given)
#27 COc1ccc(NC(=O)Nc2ccc3c(c2)C(=O)N([C@@H](C)CO)C[C@@H](C)[C@H](CN(C)S(=O)(=O)c2ccc(C)cc2)O3)cc1
#28 COCCCNC(=O)CCn1c(=O)c2ccccc2n(CC(=O)NCCc2ccc(OC)c(OC)c2)c1=O
#29 CCCNC(=O)Nc1ccc2c(c1)OC[C@@H](C)N(C(C)=O)C[C@@H](C)[C@H](OC)CN(C)C2=O
#30 CCN(CC)C(=O)C1CCCN(Cc2ccc(N(C)C)cc2)C1 (stereo not given)
assay / compound	17	18	19	20	21	22	23	24	25	26	27	28	29	30
RAD54 inh	-5	x	13	x	-17	2	4	-8	-1	x	-7	2	x	1
EWS-Fli block	10	-9	-4	-23	x	-8	3	4	-2	11	3	-1	x	x
Xi reactivation	x	-0.1	0.4	0.0	0.0	-0.1	0.1	0.2	-0.1	-0.1	0.2	1.0	0.0	x
S100A4 inh HTS	3	1	-2	-16	x	-6	6	-1	-8	1	-6	-2	6	1
esBAF inh	-5	x	-1	x	-4	4	-5	-1	-4	x	-4	x	x	1
E-sel inducer	x	-0.6	-0.6	0.0	x	-2.2	-0.1	-0.2	x	-1.2	6.5	-0.2	-0.1	x
RAD52 anneal inh	-6	-31	-5	-9	x	-15	-11	-15	-8	19	1	-2	-13	-8
FN deposition inh	x	-5	x	0	12	7	12	5	-4	2	x	-3	3	12

#31 CCOc1ccc(NC(=S)N2CCN(c3ccc(N4CCOCC4)nn3)CC2)cc1
#32 O=C(c1cnccn1)N1CC(=O)N2[C@@H](CO)[C@@H](c3ccc(C#CC4CCCCC4)cc3)[C@@H]2C1
#33 CC(=O)c1c(C)n(-c2ccc(C)cc2)c2ccc(O)cc12
#34 CC(C)C#Cc1cnc2c(c1)C(=O)N([C@H](C)CO)C[C@H](C)[C@@H](CN(C)C(=O)CN1CCOCC1)O2
#35 CCCCC1S/C(=N/N=C/c2ccco2)NC1=O (stereo not given)
#36 CC1CCc2nc(NC(=O)c3ccc(N4C(=O)CCC4=O)cc3)sc2C1 (stereo not given)
#37 COCCNC(=O)C1CC(c2ccc([N+](=O)[O-])cc2)=NO1 (stereo not given)
#38 CN(CCc1ccccc1)C(=O)c1cccc(NC(=O)Cc2cccc(NC(=O)C3CCCN(C(=O)C4CCC4)C3)c2)c1 (stereo not given)
#39 CC(=O)c1ccc(N2CCN(C(=O)Nc3ccc(Cl)cc3)CC2)cc1
#40 Cc1cc(C)c(S(=O)(=O)NCC2CCC(C(=O)NCc3ccc4c(c3)OCO4)CC2)c(C)c1 (stereo not given)
assay / compound	31	32	33	34	35	36	37	38	39	40
RAD54 inh	4	x	8	-5	x	-1	3	-11	x	4
EWS-Fli block	9	11	2	1	20	-7	-17	9	8	10
Xi reactivation	0.4	-0.1	0.2	0.1	0.1	0.1	0.0	0.1	-0.1	x
S100A4 inh HTS	-1	26	-3	-16	-3	0	1	-6	0	2
esBAF inh	2	x	-4	6	x	16	4	3	x	1
E-sel inducer	x	0.2	0.1	0.0	-0.2	0.0	-0.6	-0.1	x	x
RAD52 anneal inh	-6	-4	3	-3	-10	-7	-14	-6	-14	-11
FN deposition inh	2	2	0	8	-4	-14	2	-6	-4	x

An excerpt of these results, with each value named.
(39) CC(=O)c1ccc(N2CCN(C(=O)Nc3ccc(Cl)cc3)CC2)cc1
  RAD54 inh = x
  EWS-Fli block = 8
  Xi reactivation = -0.1
  S100A4 inh HTS = 0
  esBAF inh = x
  E-sel inducer = x
  RAD52 anneal inh = -14
  FN deposition inh = -4

(32) O=C(c1cnccn1)N1CC(=O)N2[C@@H](CO)[C@@H](c3ccc(C#CC4CCCCC4)cc3)[C@@H]2C1
  RAD54 inh = x
  EWS-Fli block = 11
  Xi reactivation = -0.1
  S100A4 inh HTS = 26
  esBAF inh = x
  E-sel inducer = 0.2
  RAD52 anneal inh = -4
  FN deposition inh = 2

Next part
#41 CC(C)NC(=S)NNc1ncnc2sc3c(c12)CC(C)(C)OC3
#42 C[C@@H]1CN([C@@H](C)CO)C(=O)c2cccc(NC(=O)c3nc4ccccc4s3)c2O[C@@H]1CN(C)C(=O)Nc1ccccc1
#43 Cc1c(C(=O)C(=O)NCc2cccs2)c2ccccc2n1C
#44 COc1cccc(/C=C2\SC(=S)N(N3C(=O)CCCC3=O)C2=O)c1
#45 Cn1c(N)c(C(=O)CSc2nnc(N)s2)c(=O)n(C)c1=O
#46 COC(=O)C1=C(C)N(Cc2cccc(C(F)(F)F)c2)C(=NCc2ccc(C(F)(F)F)cc2)NC1c1ccccc1C(F)(F)F (stereo not given)
#47 CCCCc1c(-c2ccccc2OC)ncn1Cc1ccc(OC)c(Cl)c1
#48 Cc1ccc(C)n1-c1nnc(N2CCC(C(=O)NCCCN3CCN(C)CC3)CC2)s1
#49 O=C(CCNC(=O)c1ccc(Br)cc1)NCc1cccnc1
#50 CCCCOCCO
#51 CN(C)CC(=O)Nc1ccc2c(c1)[C@H]1C[C@@H](CC(=O)N3CCc4ccccc4C3)O[C@@H](CO)[C@H]1O2
#52 S=C1SC2(CCCCCC2)NC2=C1CCCCC2
assay / compound	41	42	43	44	45	46	47	48	49	50	51	52
RAD54 inh	5	1	x	9	5	x	x	-5	5	9	-4	3
EWS-Fli block	10	-20	3	16	-13	22	14	8	-2	-1	-1	8
Xi reactivation	0.0	-1.0	0.0	0.0	0.4	-0.1	-0.1	0.2	0.1	0.0	0.1	0.2
S100A4 inh HTS	-2	1	-3	-3	-2	1	1	-5	0	-1	26	-2
esBAF inh	-7	5	x	-8	2	x	x	-2	-1	-6	-2	-4
E-sel inducer	0.0	0.3	-0.1	x	-0.3	-0.4	-0.2	-0.3	-0.1	x	-0.5	-0.2
RAD52 anneal inh	-20	29	-1	-21	6	-7	-27	70*	-17	1	-1	-12
FN deposition inh	7	x	-6	-2	-1	-3	2	-4	6	3	4	-1

Four neighbouring compounds out of the list so far, quoted:
#1 COc1ccc(S(=O)(=O)NCCc2c[nH]c3ccccc23)cc1OC
#2 Cc1cccc(C(=O)OCC(=O)N2CCCC2=O)c1[N+](=O)[O-]
#3 O=C(CC1S/C(=N/N=C/C=C/c2ccccc2)NC1=O)Nc1ccc(C(=O)O)cc1 (stereo not given)
#4 O=C(N[C@@H]1C=C[C@@H](CC(=O)N2CCN(c3ccccc3)CC2)O[C@H]1CO)c1ccccc1
assay / compound	1	2	3	4
RAD54 inh	6	0	x	-9
EWS-Fli block	2	-2	5	-1
Xi reactivation	0.2	-0.1	0.0	0.3
S100A4 inh HTS	-2	3	5	3
esBAF inh	1	2	x	-6
E-sel inducer	1.3	x	x	0.0
RAD52 anneal inh	-8	-6	-17	-4
FN deposition inh	3	2	-11	6
